Bioassay records from PubChem.
CHOP UPR activ = activators of apoptotic CHOP UPR arm, primary screen, cell-based, CHO-CHOP luciferase reporter, luminescence, uHTS | UPR activation; percent of tunicamycin response over DMSO baseline | 330,000 tested, 0.34% active | activation, % at 10 µM;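 active means at 10 µM dose, activation of 40% or more, normalized to positive control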;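 further: 100% = tunicamycin at 10 µg/mL and 0% = DMSO alone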
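Test system: CHO CHOP reporter cells. Input: 500 CHO-CHOP cells per well. Medium: F12 with 10% FBS. Technique: luciferase luminescence. Measure: percent activation relative to tunicamycin control. Dosing: 10 µM compound, 0.5% DMSO. Timing: 16-18 h cell attachment, then 6 h compound exposure, 37 °C.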
GRIN3A LBD mod = binders of NR3A ligand-binding domain, primary screen, biophysical, differential scanning fluorimetry, uHTS. NR3A LBD differential scanning fluorimetry, Tm shift; 0% = protein alone, 100% = glycine-bound protein. AID 1259313, 2017. 340,000 tested, 2.5% active. Tm shift relative to glycine control, % at 25 µM;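 active means melting temperature shift of at least 10% of the positive control shift, at one fixed dose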
tim10-1 inh = growth inhibitors of tim10-1 mutant yeast, primary screen, luminescence, uHTS. 330,000 tested, 2.2% active. inhibition, % at 20 µM. AID 463190, 2010. S. cerevisiae tim10-1 ts strain growth, BacTiter-Glo, 24 h;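 active means inhibition of at least 40%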;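 further: mutant grown at 25 °C; 0% = DMSO wells with yeast and 100% = wells holding no yeast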
UPR XBP1 act = activators of adaptive XBP1 UPR arm, primary screen, cell-based, CHO-XBP1 luciferase reporter, luminescence, uHTS; IRE1-XBP1 UPR activation; percent of tunicamycin response, DMSO as zero; activation, % at 20 µM; 330,000 tested, 0.33% active; AID 463104, 2010;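 active means versus positive control, 20 µM dose yields 30% or more activation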;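 further: 100% = tunicamycin at 10 µg/mL and 0% = DMSO only wells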
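Material: CHO-XBP1 cells stably carrying IRE1-XBP1-driven luciferase reporter / Amount: 1000 cells per well / Compound: 20 µM, 1% DMSO / Times: 6 h treatment, 37 °C / Detection: luciferase luminescence / Measure: % activation of reporter signal versus tunicamycin and DMSO controls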
Mdm2-MdmX inh = inhibitors of human Mdm2-MdmX association, primary screen, cell-based, luminescence, split luciferase, SaOS-2, uHTS. inhibition, % at 8 µM. SaOS-2 split-luciferase Mdm2/MdmX complementation. 330,000 tested, 3% active. Protein Mdm4 (Homo sapiens) + E3 ubiquitin-protein ligase Mdm2 (Homo sapiens), …;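 active means inhibition of at least 50% at 8 µM in the primary screen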
Target sequence (O15151 whole entry, looked up): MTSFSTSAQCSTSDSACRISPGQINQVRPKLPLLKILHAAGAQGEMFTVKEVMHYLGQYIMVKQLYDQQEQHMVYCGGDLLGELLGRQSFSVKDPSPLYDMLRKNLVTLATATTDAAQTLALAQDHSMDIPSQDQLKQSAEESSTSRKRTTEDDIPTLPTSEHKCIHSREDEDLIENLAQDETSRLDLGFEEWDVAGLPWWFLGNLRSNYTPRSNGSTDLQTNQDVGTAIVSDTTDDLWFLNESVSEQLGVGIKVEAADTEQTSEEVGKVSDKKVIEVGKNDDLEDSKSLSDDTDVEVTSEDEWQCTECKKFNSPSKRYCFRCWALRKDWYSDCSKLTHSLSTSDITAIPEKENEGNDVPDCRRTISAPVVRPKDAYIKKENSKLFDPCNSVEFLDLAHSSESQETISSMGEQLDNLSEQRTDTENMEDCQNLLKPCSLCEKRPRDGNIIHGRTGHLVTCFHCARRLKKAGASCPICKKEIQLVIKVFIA
Target sequence (Q00987 whole entry, looked up): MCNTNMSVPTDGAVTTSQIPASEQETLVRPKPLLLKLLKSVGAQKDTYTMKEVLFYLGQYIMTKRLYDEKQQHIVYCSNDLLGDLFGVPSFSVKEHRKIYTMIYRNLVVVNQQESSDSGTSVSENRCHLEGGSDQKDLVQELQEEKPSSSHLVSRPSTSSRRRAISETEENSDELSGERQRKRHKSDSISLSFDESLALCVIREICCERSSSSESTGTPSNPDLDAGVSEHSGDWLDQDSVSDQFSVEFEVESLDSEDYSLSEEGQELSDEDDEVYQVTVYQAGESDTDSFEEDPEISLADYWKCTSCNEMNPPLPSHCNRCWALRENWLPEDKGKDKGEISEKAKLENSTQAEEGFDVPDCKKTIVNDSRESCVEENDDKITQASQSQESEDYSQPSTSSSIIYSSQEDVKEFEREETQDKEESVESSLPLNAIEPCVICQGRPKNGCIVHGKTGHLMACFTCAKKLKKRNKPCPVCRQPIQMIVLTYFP
APJ agonist = agonists of human apelin receptor APJ, primary screen, CHO-K1 cells, PathHunter beta-arrestin, luminescence; P35414; 0% DMSO wells, 100% apelin; activation, % at 20 µM; 330,000 tested, 0.11% active; AID 2520, 2010;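 active means activation more than six SD over the plate average, tested at 20 µM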;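 further: 0% = DMSO alone and 100% = apelin-13 at 10 nM; some results filed as inactive read as strong as hits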
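assay system = CHO-K1 APJ beta-arrestin complementation cell line | input = cell density 1000 per well | dosing = compound 20 µM once, DMSO 1% | timing = compound 90 min 25 °C, reagent 1 h | measured by = luminescence from split beta-galactosidase complementation, Galacton Star/Emerald II substrate | read-out basis = APJ agonist activity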
NLRP3 yeast inh = NALP3 inflammasome inhibitors in reconstituted yeast, primary screen, luminescence, uHTS | AID 2825, 2010 | inhibition, % at 10 µM | Yeast reconstituted NLRP3/ASC/caspase-1, beta-gal luminescence, 24 h | 330,000 tested, 0.39% active;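 active means inhibition of 50% or more; inactive means inhibition below 50%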;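 further: plate controls were induced DMSO wells for no effect and uninduced yeast grown without galactose for full effect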
TIM10 inh = growth inhibitors of isogenic TIM10 control yeast, primary screen, counter-screen for tim10-1 yeast inhibitor project, luminescence, uHTS; S. cerevisiae TIM10 strain growth, BacTiter-Glo luminescence, 24 h; inhibition, % at 10 µM; 330,000 tested, 1.4% active;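 active means inhibition of 40% or more at the single tested concentration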;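 further: wild-type TIM10 isogenic control strain grown at permissive 25 °C; 0% = DMSO yeast wells and 100% = minimal medium wells without yeast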
tim23-1 inh = growth inhibitors of tim23-1 mutant yeast, primary screen, luminescence, uHTS; 330,000 tested, 1.3% active; inhibition, % at 20 µM; AID 463212, 2010; S. cerevisiae tim23-1 growth, BacTiter-Glo luminescence, 24 h;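 active means growth inhibition of the mutant yeast at or above 50%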;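 further: temperature-sensitive mutant grown at 25 °C; plate controls were DMSO-treated mutant yeast for no effect and medium wells lacking yeast for full effect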
* marks the source's active call; other numbers are inactive results.

Structure	CHOP UPR activ	GRIN3A LBD mod	tim10-1 inh	UPR XBP1 act	Mdm2-MdmX inh	APJ agonist	NLRP3 yeast inh	TIM10 inh	tim23-1 inh
O=C(NCCCNC(=O)c1ccco1)c1ccc(Cl)c(Cl)c1	-0.5	-1	-30	0	28	-1	19	-17	-11
CC(Oc1ccccc1)C(=O)Nc1ccccc1F (stereo not given)	2.2	0	19	-3	12	-6	8	22	15
O=C(CCC1N=C2c3ccccc3N=C(SCC(=O)NCC3CCCO3)N2C1=O)NCc1ccc(F)cc1 (stereo not given)	0.0	5	24	-2	14	-3	11	7	10
COCCOc1ccc(C(F)(F)F)cc1NC(=O)c1ccc(F)cc1	0.9	3	19	-2	11	3	26	0	21
COc1cc(OC)cc(C(=O)N[C@H](C(=O)OCC(=O)c2c[nH]c3ccccc23)C(C)C)c1	0.2	-1	-5	0	20	0	13	-10	-12
NC1=NC2(CCCCC2)n2c(nc3ccccc32)N1	-2.0	0	7	0	-5	1	12	-6	-5
Cc1ccc(N2CC(C(=O)NCc3n[nH]c(=O)c4ccccc34)CC2=O)cc1 (stereo not given)	-0.7	0	0	-6	6	-7	10	3	-12
C=CCN1C(=O)CSC1=Nc1ccc(O)cc1	-1.9	-1	-4	2	-4	-5	1	1	3
O=C(Nc1cc(=O)[nH]c2ncnn12)c1ccco1	-1.2	1	-15	-4	-3	-8	-2	-11	-6
CCn1c(C)c(P(c2ccccc2)c2ccccc2)[n+]2ccccc12	0.7	-2	6	-2	-25	-4	17	7	-10
OC(c1ccccn1)c1c[nH]c2ccccc12 (stereo not given)	-0.8	-1	-3	-1	3	2	21	-2	-7
COCCC(=O)N1CCC(Oc2ccc(C(=O)N3CCCC(COC)C3)cc2)CC1 (stereo not given)	3.0	2	3	-3	-10	-5	3	13	1

As entered above.
Entry for NC1=NC2(CCCCC2)n2c(nc3ccccc32)N1 under NLRP3 yeast inh: 12
Entry for O=C(Nc1cc(=O)[nH]c2ncnn12)c1ccco1 under Mdm2-MdmX inh: -3

Continuation.
Structure	CHOP UPR activ	GRIN3A LBD mod	tim10-1 inh	UPR XBP1 act	Mdm2-MdmX inh	APJ agonist	NLRP3 yeast inh	TIM10 inh	tim23-1 inh
COC(=O)c1ccc(C2SCC(=O)N2Cc2ccccc2)cc1 (stereo not given)	-1.4	-1	11	-1	28	-2	16	9	-1
CC(C)NC(=S)Nc1ccc2nc3n(c(=O)c2c1)CCCCC3	0.4	-14	24	1	9	-1	11	-8	3
CCOc1ccc([N+](=O)[O-])c(N)c1	2.4	1	-19	0	18	-3	2	-5	11
Cc1ccc(NC(=O)Nc2ccc(F)cc2)nc1	4.2	0	23	-1	-11	1	16	7	25
CSCC[C@H](NC(=O)OC(C)(C)C)C(=O)N1CCC(C(=O)NCC(=O)Nc2ccc(C)cc2)CC1	1.0	0	19	-6	11	-1	2	-4	16
C/C(Cn1cnc([N+](=O)[O-])n1)=N\NC(=O)c1ccccc1O	-0.8	-2	-5	-3	8	1	17	1	16
Cn1c(N)c(C(=O)COC(=O)[C@@H]2CCCN2S(=O)(=O)c2ccc(Cl)cc2)c(=O)n(C)c1=O	-1.5	6	12	2	-3	1	14	4	16
COc1c(/C=N/NC(=O)c2ccncc2)c(CCN(C)C(C)=O)cc2c1OCO2	-1.0	0	-4	-2	8	-5	9	-5	-4
CN(C)c1ccc(C2C=C(c3ccc(Cl)cc3OC(F)F)Nc3ncnn32)cc1 (stereo not given)	-1.1	-3	31	2	66*	-3	-6	26	40
CCOc1ccc(NC(=O)C2CCCN(c3cnccn3)C2)cc1 (stereo not given)	-1.9	-2	-21	-1	17	0	5	-10	-1
COc1cc(C(=O)NC2CCCCC2)ccc1OCc1ccc(Cl)cc1Cl	1.7	1	16	2	58*	-2	11	1	-6
CCN(CC)S(=O)(=O)c1cc(C(=O)Oc2ccccc2OC)ccc1OC	0.2	1	31	-4	24	-5	-15	18	17
CSC1=C(C#N)C(c2ccccc2)C(C(C)=O)=C(C)N1 (stereo not given)	-0.7	-2	16	-1	5	-3	8	6	1
CCOC(=O)[C@@H]1[C@H]2COc3ccccc3[C@@H]2N2C(=O)N(c3ccc(Br)cc3)C(=O)[C@]12C	0.3	1	-2	0	-2	1	17	9	35
COc1cccc(CNC(=O)CCC2CCCN(C/C=C/c3ccccc3OC)C2)c1 (stereo not given)	-0.5	-2	24	1	19	-4	-2	26	21
Cc1nn(-c2ccccc2)c2c1C(=O)NC(=O)C(C)(C)C2	-1.4	0	-13	1	20	6	12	-1	1
CC(C)N(Cc1ccccc1)C(=O)c1ccc2nsnc2c1	0.1	1	11	0	0	0	12	7	6
Cc1cccc(OCCSc2nc(N)cc(N)n2)c1	1.8	0	-5	0	-5	-3	-2	4	1
COCCNC(=O)c1ccc(N2CC3CC(C2)c2cccc(=O)n2C3)c(NC(=O)c2c(F)cccc2F)c1 (stereo not given)	0.4	7	3	-3	11	2	7	-7	-11
CC1CCN(c2ccccc2NC(=S)NC(=O)c2ccc(-c3cccc([N+](=O)[O-])c3)o2)CC1	-1.7	1	16	2	20	-5	5	-1	1
CCOC(=O)Cn1c(=O)c2c(nc3n2CC(C)CN3Cc2ccccc2)n(C)c1=O (stereo not given)	1.5	2	-8	-6	17	-2	21	-9	-5
CCSc1nc2ccccc2n1Cc1ccccc1F	9.0	-2	24	4	16	-6	-84	-7	-18
COc1ccc(-n2c(O)c(/C=N/n3cnnc3)c3ccccc3c2=O)cc1	-1.8	-2	8	-3	8	-1	-3	7	23
Cc1cccc(C(=O)N2CCCC(Nc3ccc(F)c(F)c3)C2)n1 (stereo not given)	0.1	2	0	3	-26	-2	12	7	6
COc1ccccc1N(O)C1CC(=O)N(c2ccc(Br)cc2)C1=O (stereo not given)	0.1	-4	27	1	7	4	14	18	23
O=C(Nc1ccc(Br)cc1)C1OCCc2ccccc21 (stereo not given)	3.4	3	-4	2	8	-5	36	-17	21
COc1cccc(NC(=O)COC(=O)c2c(F)cccc2Cl)c1	5.0	2	12	-2	-31	-5	47	11	19
COc1ccc(NC(=O)CCc2nnc3ccc(NCc4ccc5c(c4)OCO5)nn23)cc1	-1.3	-1	-4	0	9	-3	18	4	17
NS(=O)(=O)c1ccc(CNC(=O)Cc2ccccc2[N+](=O)[O-])cc1	-0.6	2	-8	-5	14	1	12	2	-2
CCOC(=O)CNC(=O)c1ccc2[nH]c3ccccc3c2c1	-0.8	-10	5	1	18	-4	16	0	2
C=CCn1c(SCc2cccnc2)nnc1-c1ccncc1	0.2	-1	15	-3	21	-3	-2	-3	10
Cc1cccc(C)c1N1CCN(S(=O)(=O)c2ccc(F)cc2)CC1	3.7	-1	34	-1	17	-3	11	20	35
CC(=O)NNC(=S)NCCc1ccccc1	0.4	0	13	-1	-22	-1	2	-22	4
O=C(NCc1ccc2c(c1)OCO2)c1ccc(CSCc2cccc(Cl)c2)o1	-2.2	-4	4	-2	-8	-1	14	-14	16
COc1ccccc1N1CCN(CC(=O)Nc2ccccc2C(=O)NC(C)c2ccccc2)CC1 (stereo not given)	0.1	-1	16	-2	-25	1	7	12	33
CC1CCCN(Cc2c(O)ccc3c(=O)c(-c4ccc(Cl)cc4)coc23)C1 (stereo not given)	-0.8	0	36	2	-50	-2	16	20	37
COC(=O)C1=C(Nc2ccc(C)cc2)C=C(C)C(C(=O)OC)C1c1ccc(F)cc1 (stereo not given)	-2.2	2	24	-1	51*	-3	11	8	19
CC(C)N(C(=O)COC(=O)c1ccc([N+](=O)[O-])cc1)c1ccccc1	1.2	1	-3	-1	13	1	-37	-16	12
COCc1cc(=O)[nH]c(N2CCN(c3ccccc3OC)CC2)n1	-1.4	2	9	0	-1	-1	8	-2	7
COc1ccccc1N1CCN(C(=O)c2sc3ncn(CC(=O)N4CCC(C)CC4)c(=O)c3c2C)CC1	-0.7	-2	2	-2	7	-1	12	-10	-2
CCOCCCNC(=O)C1c2ccccc2Oc2ccccc21	1.0	0	16	-1	-23	0	21	-10	18
C/C(CC(=O)Nc1cccc(Cl)c1)=N\NC(=O)Cc1ccc(Cl)cc1	-1.8	0	22	0	-7	0	-4	1	10
OCCNCc1cccc(Br)c1	-0.6	2	-7	-7	19	1	7	-5	8
CCOc1ccc2nc(Cl)c(C3CC(c4ccco4)=NN3S(C)(=O)=O)cc2c1 (stereo not given)	-0.7	2	-4	1	-5	-1	-26	18	18
Cc1ccc(-n2c(NN)nc3ccccc3c2=O)c(C)c1	-1.5	0	14	-2	-16	7	11	21	22
Cc1ccc(N2C(=O)NC(NS(=O)(=O)c3ccccc3)(C(F)(F)F)C2=O)cc1C (stereo not given)	2.0	2	5	-4	14	-5	10	7	4
O=C(CCCc1ccccc1)Nc1cccnc1Cl	-0.3	3	-5	-3	-8	-5	15	-13	1
Cc1ccc(N(Cc2ccccc2)C(=O)c2cccc(S(=O)(=O)N3CCN(C)CC3)c2)cc1	2.9	0	3	0	16	-7	9	2	6

Given with each value named: entries from further up.
> COc1ccccc1N(O)C1CC(=O)N(c2ccc(Br)cc2)C1=O (stereo not given)
  CHOP UPR activ: 0.1
  GRIN3A LBD mod: -4
  tim10-1 inh: 27
  UPR XBP1 act: 1
  Mdm2-MdmX inh: 7
  APJ agonist: 4
  NLRP3 yeast inh: 14
  TIM10 inh: 18
  tim23-1 inh: 23

> O=C(Nc1ccc(Br)cc1)C1OCCc2ccccc21 (stereo not given)
  CHOP UPR activ: 3.4
  GRIN3A LBD mod: 3
  tim10-1 inh: -4
  UPR XBP1 act: 2
  Mdm2-MdmX inh: 8
  APJ agonist: -5
  NLRP3 yeast inh: 36
  TIM10 inh: -17
  tim23-1 inh: 21

Going on with the list:
Structure	CHOP UPR activ	GRIN3A LBD mod	tim10-1 inh	UPR XBP1 act	Mdm2-MdmX inh	APJ agonist	NLRP3 yeast inh	TIM10 inh	tim23-1 inh
COc1ccc(N2CC(C(=O)Nc3nnc(C4CCCCC4)s3)CC2=O)cc1 (stereo not given)	0.5	0	-15	0	30	-1	22	12	0
CCCCCCC(=O)Nc1ccc(Br)cn1	4.1	1	3	3	-26	-3	3	-4	21
COc1ccc(/C=C/C(=O)NC2CCCCCCC2)cc1S(=O)(=O)N1CCOCC1	6.6	-4	10	1	-29	-3	15	13	8
COc1ccccc1OCc1ccc(C(=O)NC(C)(C)C)o1	1.1	0	17	0	-8	2	10	3	9
O=S(=O)(N/N=C\C=C\c1ccccc1)c1ccc(Cl)cc1	-1.2	-5	20	0	2	-4	5	33	47
